# Screening data deposited in PubChem BioAssay by Broad Institute.
# CASP6 VEID inh: inhibitors of human caspase-6 | P55212 | purified caspase-6, Z-VEID-R110 cleavage fluorescence | inhibition, % at 12.5 µM | hit rate 0.53% among 350,000;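 active = mean inhibition across replicates at least about 35%, with every replicate also reaching that limit, limit read from the data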;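 also: 0% = median of neutral control wells and 100% = no fluorescence left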
# Target sequence (P55212 24-179 limits assumed): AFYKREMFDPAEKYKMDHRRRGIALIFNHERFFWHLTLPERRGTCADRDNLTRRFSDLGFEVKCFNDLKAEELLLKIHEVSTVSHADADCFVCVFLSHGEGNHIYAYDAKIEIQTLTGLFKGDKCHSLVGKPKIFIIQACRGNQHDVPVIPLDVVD
# Target sequence (P55212 194-293 limits assumed): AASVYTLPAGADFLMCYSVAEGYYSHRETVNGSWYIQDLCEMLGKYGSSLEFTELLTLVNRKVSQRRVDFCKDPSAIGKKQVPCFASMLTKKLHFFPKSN
# FN deposition inh: fibronectin deposition inhibition; AH1F fibroblasts, Alexa488-fibronectin deposition fluorescence, overnight; inhibition, % at 12.6 µM; hit rate 0.086% among 350,000; AID 743247;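 active = mean inhibition across replicates of 30% or more, regardless of how many single replicates reach that level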;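 also: positive control wells lacked labelled fibronectin entirely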
#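 Material: AH1F fibroblast monolayer depositing Alexa488-labelled fibronectin into matrix / Amount: 10000 AH1F cells per well / Signal: fluorescence 485/525 nm / Medium: DMEM, 2% serum / Compound: single dose, pinned / Incubation: 1 h cell adhesion before compound, then overnight fibronectin incubation / Reagent: Alexa488-FN, 24 nM final / Read-out: inhibition of fibronectin deposition signal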
# esBAF inh: SWI/SNF esBAF complex inhibition. mouse ES cells, Bmi1-luciferase knock-in reporter, 24 h; 100% = twice the neutral-well signal. reporter increase, % at 12.5 µM. hit rate 2% among 350,000; in the data active = activation above about 40%;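 also: 0% = median of the plate's neutral control wells and 100% = double that signal; a rise in the Bmi1 reporter signal indicates esBAF inhibition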
# S100A4 MyoIIA: blocks human S100A4 binding to myosin IIA peptide; inhibition, % at 10.7 µM; hit rate 0.14% among 360,000; S100A4/TAMRA-MyoIIA peptide fluorescence polarization; P26447;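 active = mean inhibition of at least 70% across replicates, with every replicate also reaching that level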
# Target sequence (P26447 whole entry, looked up): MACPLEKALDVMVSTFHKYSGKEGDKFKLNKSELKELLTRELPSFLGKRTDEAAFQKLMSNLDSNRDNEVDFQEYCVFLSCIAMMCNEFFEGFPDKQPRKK
#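 Test system – S100A4 monomer (human) · Compound – single-point compound testing · Schedule – 5 min incubation before reading · Probe or stimulus – TAMRA-labelled myosin IIA heavy-chain peptide probe, 5 nM · Benchmarks – neutral control DMSO, positive control TFP · Medium – Calcium-containing HEPES buffer, pH 7.2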
# Statin myotox sup: suppression of simvastatin myotoxicity. rescue of ATP level, % at 7.49 µM. C2C12 myotubes + simvastatin, ATP luminescence, 48 h; scaled: DMSO 0, geranylgeraniol control 100. hit rate 0.78% among 330,000. AID 602340;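 active = mean ATP rescue above about 67%, or every replicate alone reaching that limit, limit read from the data, passing the limit was not always enough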;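 also: myotubes were challenged with 10 µM simvastatin during compound exposure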
# SIRT5 inh: inhibitors of human sirtuin-5 desuccinylase; Q9NXA8; Purified SirT5, succinyl-peptide AMC, trypsin-coupled fluorescence; hit rate 1.1% among 330,000; inhibition, % at 15 µM; in the data active = inhibition above about 15%
# Target sequence (Q9NXA8 whole entry, looked up): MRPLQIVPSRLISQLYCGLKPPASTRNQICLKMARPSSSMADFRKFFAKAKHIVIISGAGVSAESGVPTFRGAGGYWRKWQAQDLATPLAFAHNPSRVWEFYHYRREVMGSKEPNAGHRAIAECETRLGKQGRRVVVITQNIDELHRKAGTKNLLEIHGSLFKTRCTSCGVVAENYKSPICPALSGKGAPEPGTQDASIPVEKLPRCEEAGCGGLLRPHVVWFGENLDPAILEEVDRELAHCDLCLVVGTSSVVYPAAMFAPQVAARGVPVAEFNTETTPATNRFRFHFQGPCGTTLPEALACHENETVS
# LGR2 inh: Drosophila LGR2 receptor signaling inhibition | HEK293 LGR2, CRE-luciferase, bursicon-stimulated, 4 h | inhibition, % at 9.99 µM | hit rate 0.35% among 380,000;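 active = drop in luminescence signal, shown as inhibition above about 50% in the replicate tests, limit read from the data, passing the limit was not always enough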;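 also: agonist challenge used bursicon conditioned medium at about half maximal strength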
# * hit, by the source's call; . = no result given.
SMILES,CASP6 VEID inh,FN deposition inh,esBAF inh,S100A4 MyoIIA,Statin myotox sup,SIRT5 inh,LGR2 inh
NC(=O)C1CCCN(C(=O)c2[nH]c(C(F)(F)F)nc2-c2ccccc2)C1 (stereo not given),-3,4,-4,-2,10,2,-1
O=C1CCC(=O)N1CCSC(=S)N1CCOCC1,2,0,.,-1,.,0,-18
COc1ccc(C2CC=C(C(C)=O)CN2S(=O)(=O)c2ccc(C)cc2)cc1 (stereo not given),1,11,0,-1,5,-3,-10
O=C(CC1CCCC1)NCCc1cn2ccccc2n1,1,-2,-4,-4,-6,-2,-14
COc1ccc(-c2coc3cc(OC4OC(CO)C(O)C(O)C4O)cc(O)c3c2=O)cc1 (stereo not given),2,-10,20,-10,7,0,-71
C[C@@H]1CN([C@H](C)CO)C(=O)c2cc(C#CCN(C)C)cnc2O[C@H]1CN(C)S(C)(=O)=O,0,-3,5,-4,-9,-1,16
CC(C)C(c1nnnn1C(C)(C)C)N1CCN(Cc2cccnc2)CC1 (stereo not given),2,-18,-8,3,2,-2,17
CCOC(=O)N1CCC(NC(=O)CC2C(=O)NCCN2Cc2cccc(F)c2F)CC1 (stereo not given),2,-7,1,-1,3,-4,-3
COc1ccc(/C=C/c2onc(C)c2S(=O)(=O)N2CCC(C(=O)N3CCCCCC3)CC2)cc1,0,1,-1,0,12,-1,12
CC(C)N(C)c1ncnc2c1ncn2[C@H]1CN(Cc2ccco2)C[C@@H](CO)O1,-3,-2,5,-14,8,.,6
O=C(CSc1ccc2nnc(CCNC(=O)c3ccccc3)n2n1)NCc1ccccc1,-1,3,-8,4,-8,-1,22
CC1CN(C(=O)Nc2ccc3c(c2)OCCO3)CC(C)O1 (stereo not given),1,.,.,3,.,0,-74
COc1ccc(NC2C=CS(=O)(=O)C2)cc1 (stereo not given),.,2,-2,.,-7,.,.
O=C1C(Nc2ccccc2)=C2CCCC=C2N1c1ccccc1,0,.,.,5,.,2,-83
Cc1ccc(C)c(OCC(=O)Nc2nc3ccc([N+](=O)[O-])cc3s2)c1C,4,15,-8,-1,2,-4,13
Cc1cccc(-c2nc3ccccc3c(=O)n2NC(=O)c2ccc([N+](=O)[O-])c(C)c2)c1,3,.,-1,0,3,-1,1
Clc1ccc(-c2nnc(Sc3nc4ccccc4o3)c3ccccc23)cc1,0,.,35,6,-3,8,9
O=C(c1ccccc1F)N1CCN(S(=O)(=O)c2ccc(S(=O)(=O)N3CCCCCC3)cc2)CC1,3,-1,2,-3,-77,-6,-4
COc1ccc(C)cc1-n1c(SCC(=O)Nc2cc(C)on2)nc2ccccc2c1=O,-1,10,.,-8,.,2,17
CCCNC(=O)C[C@H]1C[C@@H]2c3cc(NC(=O)C4CCC4)ccc3O[C@@H]2[C@H](CO)O1,-1,5,1,0,1,-3,13

# Part of the list above, reformatted.
Cc1cccc(-c2nc3ccccc3c(=O)n2NC(=O)c2ccc([N+](=O)[O-])c(C)c2)c1
  CASP6 VEID inh: 3
  FN deposition inh: .
  esBAF inh: -1
  S100A4 MyoIIA: 0
  Statin myotox sup: 3
  SIRT5 inh: -1
  LGR2 inh: 1
Clc1ccc(-c2nnc(Sc3nc4ccccc4o3)c3ccccc23)cc1
  CASP6 VEID inh: 0
  FN deposition inh: .
  esBAF inh: 35
  S100A4 MyoIIA: 6
  Statin myotox sup: -3
  SIRT5 inh: 8
  LGR2 inh: 9
O=C(c1ccccc1F)N1CCN(S(=O)(=O)c2ccc(S(=O)(=O)N3CCCCCC3)cc2)CC1
  CASP6 VEID inh: 3
  FN deposition inh: -1
  esBAF inh: 2
  S100A4 MyoIIA: -3
  Statin myotox sup: -77
  SIRT5 inh: -6
  LGR2 inh: -4
COc1ccc(C)cc1-n1c(SCC(=O)Nc2cc(C)on2)nc2ccccc2c1=O
  CASP6 VEID inh: -1
  FN deposition inh: 10
  esBAF inh: .
  S100A4 MyoIIA: -8
  Statin myotox sup: .
  SIRT5 inh: 2
  LGR2 inh: 17

# (list continues)
SMILES,CASP6 VEID inh,FN deposition inh,esBAF inh,S100A4 MyoIIA,Statin myotox sup,SIRT5 inh,LGR2 inh
Cc1noc(C)c1S(=O)(=O)Nc1ccc2c(c1)C(=O)N([C@@H](C)CO)C[C@H](C)[C@H](CN(C)Cc1ccc(C(F)(F)F)cc1)O2,7,0,-1,4,13,2,-5
O=C(Nc1cccc(Cl)c1)OCCN1CCN(Cc2ccccc2)CCC1=O,0,9,8,-3,-5,0,.
CN1C(=O)c2cc(NS(=O)(=O)c3ccccc3F)ccc2OC[C@H]2O[C@@H](CC(=O)NC3Cc4ccccc4C3)CC[C@@H]21,-3,4,7,2,28,-4,4
O=C(N[C@H](C(=O)N1CCC[C@H]1C(=O)NC1CCCC1)C1CCCCC1)c1ccco1,1,12,.,-12,.,-4,5
O=C(Nc1ccc([N+](=O)[O-])cc1)NN1CCCCCC1,-2,.,-1,-4,-10,.,2
Cc1ccccc1C(=O)N1CCC(C(=O)N2CCN(S(=O)(=O)c3ccccc3F)CC2)CC1,-1,.,2,1,-8,-5,1
CN(CC(O)COc1ccc2ccccc2c1)C1CCCCC1 (stereo not given),-7,11,-4,0,-6,-1,7
CO[C@@H]1CN(C)C(=O)c2ccc(NS(=O)(=O)c3ccccc3)cc2OC[C@H](C)N(C)C[C@@H]1C,0,2,-2,7,-5,-5,5
COc1cc(=O)[nH]c(SC(C)C(=O)Nc2ccc3ccccc3c2)n1 (stereo not given),6,9,-6,-1,3,3,1
Cc1ccccc1C(=O)c1ccccc1C(=O)c1ccccc1,2,.,-5,9,-2,.,25
C[C@H](CO)N1C[C@H](C)[C@H](CN(C)S(=O)(=O)c2ccccc2)Oc2c(NC(=O)c3cnccn3)cccc2C1=O,.,.,3,.,-15,.,20
COc1cccc(/C=C/C(=O)OCC(=O)NC2CCCC2)c1,-2,8,4,-1,-3,-5,.
O=C(Nc1nnc(-c2ccco2)s1)C1CC1,.,6,31,.,0,.,.
COc1cccc(S(=O)(=O)N[C@H]2CC[C@@H](CCn3cc(-c4ccc(F)cc4)nn3)O[C@H]2CO)c1,2,-4,-9,-3,1,-1,19
Cc1cc(NC(=O)c2ccc3c(c2)C(=O)N(C(C)(C)C)C3=O)no1,-1,5,.,1,.,0,.
CCC(=O)N(C)C[C@H]1Oc2cc(Br)ccc2S(=O)(=O)N([C@@H](C)CO)C[C@@H]1C,2,-5,-1,-3,-19,-31,0
Nc1cccc2c1C(=O)N(C(=O)c1cccc(S(=O)(=O)N3CCCCCC3)c1)C2=O,.,0,-4,.,-12,.,.
CC1O[C@@H]2O[C@](O[C@H](C)CC[C@@H](C)O)(c3ccccc3)O[C@@H]2C[C@H]1O (stereo not given in full),-1,-8,1,-1,12,9,14
COc1ccccc1N1CCN(C(=O)CCc2ccc(S(=O)(=O)NCC(C)C)cc2)CC1,.,-5,9,.,0,.,.
Cc1ccccc1-c1cnc(C(O)c2ccc(-c3ccccc3)cc2)[nH]1 (stereo not given),0,3,-6,-3,5,.,-6
CCC(=O)N(C)C[C@@H]1Oc2ncc(C3=CCCC3)cc2C(=O)N([C@H](C)CO)C[C@@H]1C,0,6,-3,-3,-1,-2,19
Cc1ccc(Cl)cc1NC(=O)C1CCCN(S(C)(=O)=O)C1 (stereo not given),-1,-4,-3,-3,-2,-1,17
COc1ccc(CN2CC(=O)N(c3cc(Cl)ccc3OC)C2=S)cc1OC,-2,5,0,-5,4,-7,-11
CC(=O)N1CC(=O)N2[C@H](C1)[C@@H](c1ccc(C#CC(C)C)cc1)[C@@H]2CO,1,.,.,8,.,-1,-3
Cc1ccc(C(=O)OCC(=O)NC2CCCCCC2)c(C)c1,1,0,.,-3,-10,1,-1
CCc1nc2c(OCc3ccccc3)cccn2c1N(Cc1ccccc1)C(C)=O,4,.,-1,-4,-8,-2,17
Cc1ccc(S(=O)(=O)NCC(c2ccccc2)N2CCN(c3ccc(F)cc3)CC2)cc1 (stereo not given),-1,-9,11,-4,12,-3,13
COc1ccc(-c2cnc3c(c2)C(=O)N([C@H](C)CO)C[C@H](C)[C@H](CN(C)Cc2ccc(C(=O)O)cc2)O3)cc1,-1,.,3,-19,20,-3,-7
O=C(CNS(=O)(=O)c1cccs1)N1CCCC1,.,.,-6,.,12,.,11
Cc1cccc2c(=O)cc(C)n(CC(=O)N3CCCCC3)c12,.,7,-4,.,-6,.,.
CC1CCc2c(sc3ncnc(SCC(=O)Nc4ccc(C(=O)O)cc4)c23)C1 (stereo not given),-1,6,1,-4,-13,-8,-3
CS(=O)(=O)N1CCCC(C(=O)NCCCN2CCN(Cc3ccccc3)CC2)C1 (stereo not given),-55,.,-4,-2,-5,1,-10
C[C@H](CO)N1C[C@H](C)[C@H](CN(C)S(=O)(=O)c2ccc(Cl)cc2)Oc2ccc(NS(=O)(=O)c3cccs3)cc2CC1=O,4,.,0,10,9,6,4
CCOC(=O)c1[nH]c2c(c1-c1ccc(OC)cc1)C(=O)CC(c1ccc(OC)c(OC)c1)C2 (stereo not given),-4,-6,-1,0,-11,.,-3
O=C(COC(=O)Cc1cccs1)Nc1ccccc1F,.,6,-2,.,-6,.,.
CC1CCN(Cc2nnnn2CCCC(=O)NCC(C)(C)N2CCOCC2)CC1,-5,0,1,1,14,-3,8
CC(C)=CCC[C@H](C)C[C@@H]1Cc2[nH][nH]c(=O)c2[C@H](c2ccc(F)cc2)O1,2,-2,.,-5,.,-4,-7
O=c1[nH]c(SCCN2CCOCC2)nc(O)c1-c1ccccc1,-2,6,-2,0,-11,-2,14
O=C(Nc1ccc(Cl)c(S(=O)(=O)N2CCOCC2)c1)c1cc2ccccc2oc1=O,-1,.,82*,3,2,.,-56
O=C(O)C[C@H]1C[C@H]2c3cc(NC(=O)C4CCOCC4)ccc3O[C@H]2[C@H](CO)O1,2,6,.,-16,.,-3,-1
Cc1ccc(C(=O)N2CC(C)OC(C)C2)cc1S(=O)(=O)N1CCCCC1 (stereo not given),1,1,-4,3,15,-2,8
O=C(CC(c1ccccc1)c1ccccc1O)NCc1ccccc1Cl (stereo not given),.,1,7,.,-3,.,4

# 2 entries from above, tab-delimited.
molecule	CASP6 VEID inh	FN deposition inh	esBAF inh	S100A4 MyoIIA	Statin myotox sup	SIRT5 inh	LGR2 inh
Clc1ccc(-c2nnc(Sc3nc4ccccc4o3)c3ccccc23)cc1	0	.	35	6	-3	8	9
O=C(c1ccccc1F)N1CCN(S(=O)(=O)c2ccc(S(=O)(=O)N3CCCCCC3)cc2)CC1	3	-1	2	-3	-77	-6	-4

# By substructure: those above containing a furan ring, fused or not (3)
SMILES,CASP6 VEID inh,FN deposition inh,esBAF inh,S100A4 MyoIIA,Statin myotox sup,SIRT5 inh,LGR2 inh
CC(C)N(C)c1ncnc2c1ncn2[C@H]1CN(Cc2ccco2)C[C@@H](CO)O1,-3,-2,5,-14,8,.,6
O=C(N[C@H](C(=O)N1CCC[C@H]1C(=O)NC1CCCC1)C1CCCCC1)c1ccco1,1,12,.,-12,.,-4,5
O=C(Nc1nnc(-c2ccco2)s1)C1CC1,.,6,31,.,0,.,.

# An excerpt, so the mix of outcomes need not match the whole.
